Bioassay records as filed in PubChem.
E coli Lon inh: E. coli protease La inhibition; purified E. coli Lon protease, fluorescence polarization; P0A9M0; inhibition, % at 7.94 µM; 360,000 compounds, 0.42% hits; AID 602123; in the data active = inhibition above about 13%, passing the limit was not always enough;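 also: 0% = enzyme with probe and DMSO and 100% = no enzyme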
CendR NRP1 mod: modulators of CendR peptide binding to human neuropilin-1. 360,000 compounds, 0.85% hits. inhibition, % at 25 µM. O14786. FAM-RPARPAR peptide binding to NRP-1, fluorescence polarization;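 active = inhibition or corrected inhibition above about 18%, plus a signal ratio from 0.5 to 1.5, limit read from the data, passing the limit was not always enough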; also: strong numbers were not always called active
FAS TE block: FAS thioesterase (human) inhibition; inhibition, % at 15 µM; recombinant FAS-TE, OMFH fluorogenic substrate, fluorescence endpoint; 360,000 compounds, 0.67% hits; P49327; AID 602261;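 active = compounds whose normalised, plate-corrected inhibition of enzyme fluorescence in the single-dose primary screen is 50% or more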;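 also: 0% = DMSO with enzyme and 100% = substrate without enzyme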
MsrA inh: inhibitors of bovine MsrA | purified bovine MsrA, absorbance read-out | inhibition, % at 15.5 µM | 360,000 compounds, 0.75% hits | AID 651718; in the data active = inhibition above about 4.5%;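 also: 0% = vehicle wells with enzyme and 100% = reference inhibitor wells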
Rin1-Abl PPI inh: blocks binding of human Rin1 to Abl; P00519+Q13671; TR-FRET Rin1/Abl binding, biochemical; inhibition, % at 7.35 µM; 360,000 compounds, 0.4% hits; in the data active = inhibition above about 5%, passing the limit was not always enough
bovine MsrA act: bovine methionine sulfoxide reductase A activation. AID 602163. purified bovine MsrA, absorbance read-out. 360,000 compounds, 0.3% hits. activation, % at 10.6 µM; in the data active = activation above about 7.5%;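 also: 0% = vehicle and 100% = reference activator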
Neddyl block: cullin neddylation inhibition; TR-FRET cullin neddylation, biochemical; P61081+Q13564; 360,000 compounds, 0.58% hits; AID 651699; calls only at 25 µM; in the data active = inhibition above about 36%
MT1-MMP act inh: MT1-MMP (human) activation inhibition | GFP/RFP ratio change, % at 20 µM | 360,000 compounds, 0.061% hits | AID 651647 | HT1080 RFP-PRO-GFP cells, GFP/RFP ratio fluorescence, overnight; percent of plate control window, DMSO zero | P50281;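 active = GFP/RFP ratio change of at least 30% with cell ATP level not reduced by more than half and red fluorescence within 50% of control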; also: strong numbers were not always called active
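system = RFP-PRO-GFP reporter HT1080 cells | dosing = 20 µM single dose, 1% DMSO | timing = overnight cell settling, then overnight compound exposure, 37 °C, 5% CO2 | read-out basis = GFP/RFP fluorescence ratio | controls = DMSO and RFP-L50D-GFP cell wells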
SKN-1 block: blocks SKN-1 activity in C. elegans; 360,000 compounds, 0.49% hits; inhibition, % at 21.8 µM; C. elegans VP596 Pgst-4::GFP/RFP ratio, acrylamide-induced, 24 h;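 active = interference check ratio from 0.5 to 1.5 plus GFP to RFP signal ratio inhibition reaching or exceeding a fixed threshold, cut at about 30% in these data, passing the limit was not always enough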; also: some compounds called inactive have numbers as strong as hits
Starred values were filed as active, the others as inactive; i = inactive; · = no result given.

SMILES	E coli Lon inh	CendR NRP1 mod	FAS TE block	MsrA inh	Rin1-Abl PPI inh	bovine MsrA act	Neddyl block	MT1-MMP act inh	SKN-1 block
Cn1c(CCNC(=O)c2ccccc2F)nnc1SCC(=O)Nc1ccccc1F	-1	-4	-2	1.8	-1	-2	i	0	3
CCN1C(c2ccccc2)=C(c2ccccc2)S/C1=C/C=C1\SC(=S)N(C)C1=O	-18	-108	0	-0.3	2	-3	i	43	55
O=C(c1ccc(S(=O)(=O)N2CCCC2)cc1)N1CCC(CN2C(=O)c3cccc4cccc(c34)C2=O)CC1	3	7	3	0.5	1	1	i	-14	10
CCOc1ccc(OCC(=O)OCc2cc(=O)n3cc(Br)ccc3n2)cc1	-5	12	11	1.0	-3	-1	i	1	-1
Cc1cccc(OCC(=O)NCc2ccccc2)c1	-2	5	0	-1.1	1	-4	i	1	6
CCOc1ccc(N2C(=O)CC(N(C)Cc3ccccc3)C2=O)cc1 (configuration not stated)	7	-16	-4	1.9	1	-6	i	6	1
O=C(O)CCC(=O)Nc1ccc(S(=O)(=O)c2ccc(NC(=O)CCC(=O)O)cc2)cc1	-5	-5	-3	-0.2	0	-7	i	-4	1
COc1ccc(Cl)cc1NC(=O)Nc1ccc(C(=O)N2CCOCC2)cc1	-10	0	11	-0.3	0	-3	i	-1	15
COc1ccc(OC)c(-n2nnnc2SCC(=O)NCc2ccc3c(c2)OCO3)c1	2	9	0	-0.8	5	-4	i	-2	2
OC(CN1CCN(c2cccc(Cl)c2)CC1)c1ccccc1 (configuration not stated)	-10	0	-1	0.7	0	-1	i	3	-11
CC(C)(CNC(=O)c1ccc(NS(=O)(=O)c2ccc(F)cc2)cc1)N1CCOCC1	-13	-6	-7	0.2	2	-12	i	-1	-22
O=C(Nc1ccc(Cl)cc1)[C@@H]1[C@@H]2C(=O)N(c3cccc(F)c3)C(=O)[C@@H]2[C@H]2C=CC=NN21	-3	-16	7	-0.5	-4	-3	i	0	16
COc1ccc(CN(C(=O)c2ccccc2Br)C2CCS(=O)(=O)C2)cc1 (configuration not stated)	-5	-13	-4	-0.5	-1	-1	i	-1	8
S=C(Nc1ccccc1)N(Cc1ccccc1)Cc1ccncc1	-3	-16	1	-1.6	1	1	i	1	0
COCCN(C(=O)c1ccco1)c1nnc(-c2ccc(OC)c(OC)c2)s1	2	13	-2	1.4	-1	-5	i	4	13
COc1ccccc1C(=O)Nc1ccccc1SC(=O)c1ccccc1OC	2	-6	-3	3.6	2	0	i	4	9
CCC(C(=O)NC1CCCC1)n1c(-c2ccnc3ccccc23)nc2ccccc21 (configuration not stated)	·	-2	·	0.3	·	·	i	-11	-12
CCc1ccc(N2CCN(S(=O)(=O)CC34CCC(CC3=O)C4(C)C)CC2)cc1 (configuration not stated)	-1	6	17	-2.1	1	-1	i	-5	2
CN(CC(=O)OCC(=O)NC(=O)c1cccn1C)S(=O)(=O)c1ccc(Cl)cc1	-11	1	-3	-0.7	2	2	i	-2	3
CCc1c(C)nc2ncnn2c1Nc1ccccc1C	-4	19	-4	1.7	-2	-2	i	0	-5
C[C@@H]1CN([C@@H](C)CO)C(=O)c2cc(NS(C)(=O)=O)ccc2O[C@@H](C)CCCCO[C@H]1CN(C)Cc1ccc2c(c1)OCO2	0	14	-3	-1.3	0	-2	i	-1	4
Nc1ccc(S(=O)(=O)N2CCOCCOCCOCCOCCOCC2)cc1	-3	3	-3	-0.1	0	-3	i	0	6
O=C(COC(=O)c1cc2c(s1)CCC2)Nc1ccc(F)cc1	-1	-13	21	0.7	-2	0	i	-11	-10
COC(=O)c1nnn(CC(=O)NC(=O)Nc2ccc(F)cc2)c1C(=O)OC	12	-2	-10	-1.2	2	-2	i	5	4
COc1cc(OC)c(C(=O)N/N=C/c2ccoc2)cc1OC	-9	10	-5	1.2	-3	-7	i	3	-1

Limited to bovine MsrA act and FAS TE block, for some of the entries so far:
SMILES | bovine MsrA act | FAS TE block
C[C@@H]1CN([C@@H](C)CO)C(=O)c2cc(NS(C)(=O)=O)ccc2O[C@@H](C)CCCCO[C@H]1CN(C)Cc1ccc2c(c1)OCO2 | -2 | -3
Nc1ccc(S(=O)(=O)N2CCOCCOCCOCCOCCOCC2)cc1 | -3 | -3

Additional compounds
SMILES	E coli Lon inh	CendR NRP1 mod	FAS TE block	MsrA inh	Rin1-Abl PPI inh	bovine MsrA act	Neddyl block	MT1-MMP act inh	SKN-1 block
Cn1c(Cn2c(=O)sc3ccccc32)nnc1SCC(=O)NCc1ccccc1Cl	-2	-4	-3	-1.1	-4	-8	i	-2	-7
O=C(c1ccc2c3c(cccc13)CC2)C1CCCN(C(=O)c2ccc(=O)[nH]c2)C1 (configuration not stated)	-11	-7	-1	-0.5	-2	-2	i	0	5
Fc1ccc(-c2nc3ccc(Cl)cn3c2Cc2ccccc2C(F)(F)F)cc1	-5	-19	22	0.6	1	-8	i	-3	31
COc1ccc(N=c2sc3ccccc3n2C)cc1	1	-2	23	0.3	-3	-2	i	-4	21
COc1ccc(S(=O)(=O)N2CCC(C)CC2)cc1OC	4	-2	0	-1.0	-1	-2	i	1	4
CCOc1ccc(NC(=O)c2cc(C3CC3)nc3c2cnn3C(C)C)cc1OC	-4	4	15	-0.6	1	-1	i	1	8
CCc1nnc(NC(=O)CSc2nnc(COc3ccccc3)n2Cc2ccccc2)s1	-5	7	-14	0.6	-1	-2	i	0	-14
CN(C)NC(=O)c1ccsc1NC(=O)c1ccc(S(=O)(=O)N(C)C)cc1	-5	2	0	2.5	-2	-3	i	3	10
CCCCCn1ccc(=O)c2c(C(F)(F)F)nccc21	6	-10	-3	0.7	2	-1	i	-9	12
Cc1[nH]n(-c2ccccc2)c(=O)c1C(c1ccccc1[N+](=O)[O-])C(C#N)C#N (configuration not stated)	17	-7	-4	-0.3	1	-1	i	2	20
O=C(N/N=C/c1cccc(OCc2ccccc2)c1)c1ccc(Br)o1	4	1	15	-0.1	-6	-3	i	1	6
COc1ccc(OC)c(N2C(=NC(=O)C3CCCCC3)SC3CS(=O)(=O)CC32)c1 (configuration not stated)	-7	4	12	1.8	0	0	i	0	32
COc1cc(NC(=O)CSc2ncnc3sc4c(c23)CCCC4)c(C(=O)O)cc1OC	-2	-10	8	-0.3	1	-4	i	0	21
CN(CC(=O)Nc1cccc(Cl)c1)C1=NS(=O)(=O)c2ccccc21	-8	-6	0	0.2	-1	-2	i	3	5
O=c1[nH]c2ccc(S(=O)(=O)N3CCN(Cc4ccccc4)CC3)cc2[nH]c1=O	-5	6	-10	·	-2	-4	i	2	7
Cc1ccccc1S(=O)(=O)N1C[C@H]2[C@H]3C(=O)N(C4CCCCC4)C(=O)[C@H]3CC(=O)[C@H]2[C@@H]1c1ccc(Cl)cc1	11	2	73*	0.1	4	-2	i	1	17
CC1CCN(S(=O)(=O)N2CCC(C(=O)O)CC2)CC1	-13	2	-7	-1.3	0	-7	i	0	1
O=C(O)/C=C/C(=O)NC1CCC(CC2CCC(NC(=O)/C=C/C(=O)O)CC2)CC1 (configuration not stated)	-2	-24	-3	1.8	3	-2	i	-3	11
CC(C)CC(=O)Nc1ccc(C(=O)Nc2cccc(O)c2)cc1	1	-3	-4	0.3	2	-6	i	2	-3
O=C(Nc1cc(C(F)(F)F)ccc1N1CCOCC1)c1ccccc1	-3	4	13	-0.1	-1	-1	i	-2	13
CC(C)Oc1ccc(C2NC(=O)c3ccccc3O2)cc1 (configuration not stated)	3	0	-6	-0.2	-1	-9	i	-4	-11
O=C(O)c1ccc(NC(=O)c2cccs2)cc1	-13	2	-9	1.0	1	-5	i	5	-12
CCc1ccc(CN(C)C(=O)CCc2nnc(-c3ccc(-c4ccccc4)cc3)o2)nc1	-14	-4	6	-0.5	-2	-4	i	-4	5
CCOC(=O)C1(CCOc2ccccc2)CCN(Cc2ccc(C)o2)CC1	-2	9	-1	2.4	3	-4	i	-1	-16
COc1ccc2ccc(Oc3ncccn3)cc2c1	-5	-2	-3	1.3	2	-3	i	2	-2

An excerpt from above in order of formula weight, smallest number first.
SMILES	E coli Lon inh	CendR NRP1 mod	FAS TE block	MsrA inh	Rin1-Abl PPI inh	bovine MsrA act	Neddyl block	MT1-MMP act inh	SKN-1 block
CC(C)Oc1ccc(C2NC(=O)c3ccccc3O2)cc1 (configuration not stated)	3	0	-6	-0.2	-1	-9	i	-4	-11
CCCCCn1ccc(=O)c2c(C(F)(F)F)nccc21	6	-10	-3	0.7	2	-1	i	-9	12
Fc1ccc(-c2nc3ccc(Cl)cn3c2Cc2ccccc2C(F)(F)F)cc1	-5	-19	22	0.6	1	-8	i	-3	31

Some values from the list.
MsrA inh result of CCOc1ccc(NC(=O)c2cc(C3CC3)nc3c2cnn3C(C)C)cc1OC = -0.6
CendR NRP1 mod result of CC1CCN(S(=O)(=O)N2CCC(C(=O)O)CC2)CC1 = 2
FAS TE block result of CC(C)Oc1ccc(C2NC(=O)c3ccccc3O2)cc1 (configuration not stated) = -6
bovine MsrA act result of O=C(N/N=C/c1cccc(OCc2ccccc2)c1)c1ccc(Br)o1 = -3

Additional entries follow.
SMILES	E coli Lon inh	CendR NRP1 mod	FAS TE block	MsrA inh	Rin1-Abl PPI inh	bovine MsrA act	Neddyl block	MT1-MMP act inh	SKN-1 block
CC1(C)C2C(Cl)(Cl)C2(C)c2ccccc2N1C=O (configuration not stated)	-3	3	-2	3.8	1	-1	i	-1	5
O=C(Cn1c(NCCCO)nc2ccccc21)c1ccc(Cl)cc1	-1	4	-4	0.6	2	-12	i	-7	-1
O=[N+]([O-])c1ccc(Cl)c(S(=O)(=O)NCCc2ccccn2)c1	-3	7	-1	-0.5	-3	-2	i	3	1
CC(=O)N1CCN(C(=O)CSc2ncnc3sc(C)c(C)c23)CC1	3	15	-8	0.0	2	-1	i	2	4
CCOc1ccc(-n2c(N)c(C(=O)NCc3ccco3)sc2=S)cc1	-3	-2	15	2.0	-3	-10	i	3	-5
O=C(Cc1ccc(Cl)cc1)Nc1ccc(N2CCCC2)cc1	-5	-20	-7	-0.6	0	-3	i	3	-17
O=C(CCc1ccccc1)Nc1ccnn1C1CCN(Cc2ccc(OCCO)cc2)CC1	-12	-5	-6	0.2	4	-2	i	0	12
CC1CCC(NC(=O)CN(C)S(=O)(=O)c2cnc[nH]2)CC1 (configuration not stated)	-4	7	-9	-0.7	2	-3	i	-6	-16
O=C(CN1C(=O)/C(=C/c2ccccc2)SC1=S)NC1CCS(=O)(=O)C1 (configuration not stated)	-3	2	-4	0.7	-3	-2	i	6	2
Cc1ccc(S(=O)(=O)N2CN(CC3CCCO3)c3nc4ccccc4nc32)c(C)c1 (configuration not stated)	-7	-6	6	1.4	2	-5	i	-4	2
O=C(OCC(=O)N1CCCC1=O)c1cc2ccccc2o1	-2	-6	-2	0.0	5	-2	i	0	-12
Cc1ccc(CN2C(=O)COc3cc(NS(C)(=O)=O)ccc32)cc1	2	2	2	-1.3	2	-1	i	-3	-5
Cc1c(C(=O)NCCCc2ccccc2)cccc1[N+](=O)[O-]	2	6	30	-0.5	-2	-8	i	4	4
